Compound activity as filed in PubChem BioAssay.
ATXN2 expr inh: reduces ATXN2 reporter expression in HEK-293 cells; AID 1745845; Potency, µM (highest dose often 57 µM), for the others: at the top dose activity change, negative = inhibition, actives largely listed as inhibitors; HEK-293 ATXN2-luciferase reporter, luminescence, 24 h; 360,000 tested, 0.72% active; also: potency is read from the fitted curve at half-maximal effect; % is scaled to controls: 0 for no effect and ±100 for the full control effect; nearly all actives have a fitted effect of over 55% in size
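qHTS (up to 57 uM final) was run with 24 h compound exposure of reporter cells at 37 °C. Each well was multiplexed: SteadyGlo luminescence measured ATXN2-luciferase expression after a fluorogenic Gly-Phe-AFC viability readout (25 uM final).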
KB-3-1 tox: KB-3-1 parental cell cytotoxicity | KB-3-1 viability, CellTiter-Glo ATP luminescence, 72 h | Potency, µM (series often up to 46.1 µM), for inactives: top-dose activity change, negative = cytotoxic, hits mostly cytotoxic | 400,000 tested, 1.4% active | AID 1347075; also: potency is read from the fitted curve at half-maximal effect; % is scaled to controls: 0 for no effect and ±100 for the full control effect; nearly all actives have a fitted effect of over 60% in size
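Viability of parental KB-3-1 cells, measured by CellTiter-Glo luminescence, followed a 72 h incubation at 37 °C with pinned compounds in phenol-red-free DMEM containing 10% FBS.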
IL1B secr inh: inflammasome signaling inhibition, IL-1 beta readout. activity change, % at 57.5 µM. AID 743279. 360,000 tested, 4.7% active. THP-1 LPS/ATP IL-1B secretion, AlphaLISA, 16 h; hits give low values; in the data active = activity change below about -50%; inconclusive = mostly about -30% to -49%; also: % is scaled to controls: 0 for no effect and ±100 for the full control effect
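THP-1 cells pretreated 1 hr with compounds (up to 57.5 uM final), then stimulated with LPS (250 ng/mL final) plus ATP (1.25 mM final); secreted IL-1B measured by AlphaLISA after 16 hr, decreased signal indicating inhibition.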
HT1080-NT tox: kills 2HG-producing HT-1080-NT fibrosarcoma cells; HT-1080-NT fibrosarcoma viability, CellTiter-Glo ATP luminescence, 48 h; Potency, µM (titrated, usually from 46.1 µM), for the others: at the highest dose activity, negative = less viability, usual class: cytotoxic; 360,000 tested, 1.6% active;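 also: NT is the 2HG producing partner of a matched IDH1 knockdown line; potency is read from the fitted curve at half-maximal effect; 0% = DMSO-treated cells and -100% = media-only wells without cells; nearly all actives have a fitted effect of over 55% in size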
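HT-1080-NT; 750 cells/well; 5% FBS RPMI; 48 h compound, 37 degrees C; CellTiter-Glo luminescence; curve fitting and curve-class assignment.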
HT1080 IDH1KD tx: kills HT-1080 cells with IDH1 knockdown. AID 686971. 360,000 tested, 2% active. HT-1080 IDH1 knockdown viability, ATP luminescence, 48 h. Potency, µM (titrated, usually from 46.1 µM), for the others: at the highest dose activity, negative = toxicity, hits mostly cytotoxic;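 also: potency is read from the fitted curve at half-maximal effect; 0% = DMSO wells and -100% = cell-free medium wells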
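Viability of IDH1-knockdown HT-1080 fibrosarcoma cells was assessed by CellTiter-Glo after 48 h at 37 °C with titrated compound; concentration-effect curves were classified by fit quality and response size.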
SW480 rereplic: DNA re-replication induction in SW480 cells. SW480 DNA re-replication, Hoechst DNA content imaging, 48 h. Potency, µM (highest dose often 46.1 µM), without a hit: top-dose re-replication activation, usual class: activators. 340,000 tested, 1.8% active. AID 624297; also: potency is read from the fitted curve at half-maximal effect; % of control where 0% means no effect; nearly all actives have a fitted effect of over 55% in size
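Treated cells incubate 48 hr (37 C, 5% CO2), are stained 40 min with Hoechst, and nuclear fluorescence is enumerated; a rise in nuclei with high DNA signal marks re-replication.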
WRN inhibitor: WRN helicase (human) inhibition; Q14191; WRN helicase unwinding, fluorescent forked duplex, kinetic; Potency, µM (titrated, usually from 114 µM), for the others: at the highest dose activity change, negative = inhibition, hits mostly inhibitors; 360,000 tested, 0.46% active; also: potency is read from the fitted curve at half-maximal effect; % is scaled to controls: 0 for no effect and ±100 for the full control effect; nearly all actives have a fitted effect of over 55% in size
Target sequence (Q14191 whole entry, looked up): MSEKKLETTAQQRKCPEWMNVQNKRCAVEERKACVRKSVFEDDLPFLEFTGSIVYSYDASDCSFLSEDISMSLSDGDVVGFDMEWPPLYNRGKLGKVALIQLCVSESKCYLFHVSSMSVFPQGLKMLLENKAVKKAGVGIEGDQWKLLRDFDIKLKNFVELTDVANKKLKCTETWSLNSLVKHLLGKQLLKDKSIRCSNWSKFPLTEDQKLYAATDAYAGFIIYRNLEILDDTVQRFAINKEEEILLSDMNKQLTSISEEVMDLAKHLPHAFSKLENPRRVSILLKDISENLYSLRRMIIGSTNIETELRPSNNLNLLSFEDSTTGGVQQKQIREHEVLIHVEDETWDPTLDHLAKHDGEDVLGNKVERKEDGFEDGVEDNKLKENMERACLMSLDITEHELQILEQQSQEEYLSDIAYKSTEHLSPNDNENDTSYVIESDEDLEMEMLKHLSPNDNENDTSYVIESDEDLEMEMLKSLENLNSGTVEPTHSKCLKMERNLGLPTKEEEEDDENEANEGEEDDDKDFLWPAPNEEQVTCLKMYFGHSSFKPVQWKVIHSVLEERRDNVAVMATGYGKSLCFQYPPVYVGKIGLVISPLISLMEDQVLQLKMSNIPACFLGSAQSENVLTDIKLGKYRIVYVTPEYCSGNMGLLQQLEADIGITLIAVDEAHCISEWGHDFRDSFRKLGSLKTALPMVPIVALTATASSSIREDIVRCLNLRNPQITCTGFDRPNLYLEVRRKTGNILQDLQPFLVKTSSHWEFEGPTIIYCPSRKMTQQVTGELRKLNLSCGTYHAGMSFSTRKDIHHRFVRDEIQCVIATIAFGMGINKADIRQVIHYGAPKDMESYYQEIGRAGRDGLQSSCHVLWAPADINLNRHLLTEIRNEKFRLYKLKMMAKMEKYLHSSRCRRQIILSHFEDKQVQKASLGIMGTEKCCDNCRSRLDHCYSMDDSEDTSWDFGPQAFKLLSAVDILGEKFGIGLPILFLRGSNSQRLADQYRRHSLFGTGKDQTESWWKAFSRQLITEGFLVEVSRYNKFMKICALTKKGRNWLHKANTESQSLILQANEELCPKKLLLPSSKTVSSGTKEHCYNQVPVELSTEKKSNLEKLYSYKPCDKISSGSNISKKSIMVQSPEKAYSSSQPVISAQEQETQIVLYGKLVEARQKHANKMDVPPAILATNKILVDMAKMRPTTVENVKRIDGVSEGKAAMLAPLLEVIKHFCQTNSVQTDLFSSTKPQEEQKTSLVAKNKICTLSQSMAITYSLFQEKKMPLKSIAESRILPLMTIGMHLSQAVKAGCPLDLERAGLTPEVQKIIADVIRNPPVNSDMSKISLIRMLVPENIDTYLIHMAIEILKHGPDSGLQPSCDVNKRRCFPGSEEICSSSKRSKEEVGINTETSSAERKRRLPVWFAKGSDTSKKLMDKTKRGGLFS
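WRN at 20 nM final preincubated with compound 15 min at room temperature; reaction started with 100 nM fluorophore/quencher forked duplex oligonucleotide and 2 mM ATP final. Unwinding followed kinetically by red fluorescence (ex 525, em 598 nm).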
KB-V1 MDR tox: kills drug-selected multidrug resistant KB-V1 cells. KB-V1 MDR cells viability, CellTiter-Glo, 72 h. Potency, µM (doses to about 46.1 µM), without a hit: at the top dose activity change, negative = cytotoxicity, usual class: cytotoxic. 400,000 tested, 3.4% active. AID 1347076; also: potency is read from the fitted curve at half-maximal effect; % is scaled to controls: 0 for no effect and ±100 for the full control effect; nearly all actives have a fitted effect of over 60% in size
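Potencies derive from concentration-effect curves fitted to normalized luminescence (CellTiter-Glo) of KB-V1 cells treated for 72 h at 37 degrees C in phenol-red-free DMEM containing 10% FBS.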
MCF10A rereplic: induces DNA re-replication in MCF 10a normal breast cells | MCF 10A DNA re-replication, Hoechst nuclear intensity, 48 h | Potency, µM (series often up to 46.1 µM), inactives show at the top dose activity, positive = re-replication, most hits filed as activators | 350,000 tested, 2.9% active; also: potency is read from the fitted curve at half-maximal effect; % of control where 0% means no effect; nearly all actives have a fitted effect of over 50% in size
The depositor's hits bear a star; ? = inconclusive; / = no result given; & = joins results of further samples; [ ] = dose if it differs, or a comment. Unless noted, calls follow the shape of the dose curve; as a rule, active = well fitted curve in the direction sought with a large enough effect; inconclusive = small, poorly fitted or top-dose-only effect, or another doubt; inactive = no such curve, though single readings can be large; an effect the other way counts as inactive or inconclusive. These rows are one share of the data. The share of hits here may be higher or lower than overall.

Sample of the layout:
SMILES	ATXN2 expr inh	KB-3-1 tox	IL1B secr inh	HT1080-NT tox	HT1080 IDH1KD tx	SW480 rereplic	WRN inhibitor	KB-V1 MDR tox	MCF10A rereplic
CC1CCCC(NC(=O)CNC(=S)N2CC3CC(C2)c2cccc(=O)n2C3)C1C (stereo unspecified)	3%	-2%	5	6%	14%	-1%	-2%	20%	5%
O=C1C2CCCN2C(c2cccc(Cl)c2)N1c1ccccn1 (stereo unspecified)	-2%	-16%	11	3%	0%	1%	10%	18%	1%

This part in full, from the start:
SMILES	ATXN2 expr inh	KB-3-1 tox	IL1B secr inh	HT1080-NT tox	HT1080 IDH1KD tx	SW480 rereplic	WRN inhibitor	KB-V1 MDR tox	MCF10A rereplic
CC1CCCC(NC(=O)CNC(=S)N2CC3CC(C2)c2cccc(=O)n2C3)C1C (stereo unspecified)	3%	-2%	5	6%	14%	-1%	-2%	20%	5%
O=C1C2CCCN2C(c2cccc(Cl)c2)N1c1ccccn1 (stereo unspecified)	-2%	-16%	11	3%	0%	1%	10%	18%	1%
COc1ccc(CN2Cc3cc(-c4ccc(OC)cc4)ccc3-n3nncc3C2)cc1	-30%	0%	-2	?	?	/	6%	27%	/
Nc1ccnn1C1CCNCC1	15%	-2%	0	6%	?	1%	-14%	?	8%
CCCCCCOc1ccc(CN2CCN(C)CC2)cc1	?	?	?	?	?	?	10%	-4%	4%
c1cc2c(c(NC3=NCCCS3)c1)CCCC2	/	-16%	-2	-18%	-20%	/	-1%	-17%	/
CCCNC(=O)c1cc2c(c(-c3cccc(-c4cc5ccccc5o4)c3)n1)[C@@H](CCO)N(C(=O)NC(C)C)C2	0%	?	-11	?	?	/	-3%	18µM*	/
CC(C)(C)C(=O)c1cn(Cc2ccccc2)c2ccccc12	-19%	-19%	-5	-28%	-18%	15%	0%	?	4%
O=C1/C(=C/c2cc([N+](=O)[O-])ccc2Cl)N2CCC1CC2	-11%	-5%	-19	-2%	0%	1%	-11%	0%	1%
COc1cc2c(c(OC)c1OC)-c1ccc(O)c(=O)cc1C(NC(C)=O)CC2 (stereo unspecified)	0%	0.0082µM*	66	0.0052µM*	0.041µM*	?	3%	?	?
Cn1ccc(NC(=O)CCl)n1	-10%	-23%	-102*	?	?	20%	11%	-26%	14%
CCOc1ccc(-n2c(O)c(N=Nc3ccc([N+](=O)[O-])cc3)c(=O)[nH]c2=O)cc1	/	1%	18	2%	-2%	4%	-2%	11%	?
CCCCCCC(=O)N/N=C/c1c(O)n(CCCC)c(=S)[nH]c1=O	?	-10%	121	?	?	-22%	-9%	-18%	19%
CC(C)CNP(=S)(c1ccccc1)C(C)(C)C (stereo unspecified)	2%	17%	29	-1%	11%	-1%	-5%	2%	5%
CN1C(=O)N(C)C(=O)C2(Cc3cc([N+](=O)[O-])ccc3N(C)C2c2ccccc2)C1=O (stereo unspecified)	-8%	1%	4	-5%	-1%	-1%	209%[activator]	-12%	-7%
Cc1c(C(c2ccccc2Cl)c2c(O)c3ccccc3oc2=O)c(=O)n(-c2ccccc2)n1C (stereo unspecified)	-9%	2%	5	2%	14%	-7%	4%	15%	0%
COC(=O)C1=C(c2ccc(C(C)=O)cc2)C[C@@H]2CC[C@H]1N2C(=O)NCc1ccc(F)cc1	8%	-2%	6	?	10%	-1%	-8%	?	-5%
CCOC(=O)c1cccc(C2=C(CNC(=O)c3nccs3)[C@H]3CC[C@@H](C2)N3Cc2ccccc2)c1	?	-29%	1	-8%	-15%	/	6%	?	/
COc1ccc([N+](=O)[O-])cc1N=Cc1c(O)n(CCc2ccccc2)c(=O)n(C(C)C)c1=O	-33%	?	0	18%	-8%	1%	-6%	?	?
Brc1ccc2c(c1)-n1nncc1CN(CC1CCCCC1)C2	-9%	0%	-16	8%	10%	/	-3%	15%	/
Oc1ccc2c3c1O[C@H]1[C@@H](O)CC[C@@]4(O)[C@@H](C2)N(CC2CCC2)CC[C@]314	4%&4%	0%&0%	-3&-1	-3%&-24%	11%&3%	-4%&0%	2%&-1%	-1%&8%	3%&13%
CCOc1cc2c(cc1OCC)-n1cccc1C(c1cccc(OCC)c1O)NC2 (stereo unspecified)	-9%	-18%	-19	-25%	?	1%	6%	-19%	18µM*
FC(F)(F)Oc1ccc(NC2=NCCCS2)cc1	/	-1%	19	0%	15%	-7%	6%	11%	3%
COC(=O)C1=C(c2ccc(F)cc2OCc2ccccc2)C[C@@H]2CC[C@H]1N2C(=O)N1CCOCC1	0%	-5%	25	0%	1%	-2%	-2%	34%	1%
COC(=O)C1=C(c2cccc(OCc3ccccc3)c2)C[C@@H]2CC[C@H]1N2C(=O)NCc1ccc(N(C)C)cc1	-21%	?	-21	-8%	-11%	-10%	7%	?	45%
O=S(=O)(c1ccc(Cl)cc1)c1ccc(Cl)cc1	2%	0%	-10	11%	-1%	19%	5%	-5%	0%
CC(=O)NC1CC2CCC(C1)N2 (stereo unspecified)	16%	-1%	-7	12%	21%	9%	-4%	?	-180%[0.0737 µM]
O=c1[nH]c(=S)[nH]c(O)c1N=Nc1ccc2c(c1)OCO2	31%[11.3 µM]	?	15	-22%	-18%	5%	-17%	?	-1%
CCS(=O)(=O)CCSP(=O)(OC)OC	4%	?	1	-6%	1%	21%	-22%	-6%	6%
CC(=O)OC1CCC2(C)C(CCC3C2CC(=O)C2(C)C3CC(N3CC3)C2C(C)=O)C1 (stereo unspecified)	-21%	?	-72*	-5%	-18%	?	4%	0%	?
COc1ccc(CCNCc2cccc(C(F)(F)F)c2)cc1OC	/	-1%	-10	-7%	-6%	19%	-1%	0%	9%
COc1ccc(-c2nc(NC(=O)Cn3c(=O)oc4ccccc43)sc2C)cc1	-19%	-16%	-29	0%	-11%	17%	-14%	-4%	?
Clc1cccc(N2Cc3ccccc3-n3nncc3C2)c1	-17%	0%	-9	-23%	?	/	-4%	21%	/
CCOC(=O)CC(SP1(=S)OCC2(CC=CCC2)CO1)C(=O)OCC (stereo unspecified)	-2%	/	8	0%	-11%	3%	-32%	/	1%
COc1ccccc1CN1CCN(C(=O)Cc2ccccc2)CC1	1%	6%	28	14%	26%	2%	-4%[57.1 µM]	?	20%
COc1ccc(-n2c(/C=C/c3cccc(F)c3)nc3ccccc3c2=O)c(OC)c1	-4%	2%	7	5%	3%	-16%	0%	0%	5%
CC1(C)CC(=O)C2=C(C1)OC(N)=C([N+](=O)[O-])C2c1ccc(C#N)s1 (stereo unspecified)	-16%	?	?	-2%	-11%	?	-10%	-10%	-1%
Cc1ccc(NC(=O)COC(=O)CCc2c[nH]c3ccccc23)cc1[N+](=O)[O-]	2%	0%	13	8%	13%	-4%	-3%	-2%	?
C[C@@H]1CN([C@@H](C)CO)C(=O)CCCn2nncc2CO[C@@H]1CN(C)C(=O)Oc1cccc2ccccc12	-14%	-3%	6	3%	3%	/	3%	0%	/
N#C/C(=C(/O)c1ccc(S(=O)(=O)N(CCCl)CCCl)cc1)c1nc2ccccc2[nH]1	/	-1%	-1	2%	2%	?	-1%	-1%	10µM*
O=C(CCS(=O)(=O)c1ccccc1)Nc1nnc(-c2ccco2)o1	1%	4%	-2	1%	-5%	12%	-9%	3%	?
COc1ccccc1OCC#CCN1CCOCC1	16%	-4%	-4	0%	9%	?	-23%	2%	-47%[inhibitor]
C[C@@H]1CN([C@@H](C)CO)C(=O)CCCn2nncc2CO[C@@H]1CN(C)C(=O)Oc1ccc2ccccc2c1	-4%	1%	21	5%	7%	/	-3%	0%	/
CCCOc1ccccc1OCC(=O)N1CCN(CC(=O)N2CCOCC2)CC1	/	-5%	-7	-3%	-4%	/	7%	3%	/
CN(CCOc1ccc(C=C2C(=O)NC(=O)NC2=O)cc1)c1ccccn1	/	-4%	-25	-5%	-4%	5%	-7%	6%	0%
Clc1ccc2c(c1)C(c1ccccc1Cl)=NCc1nnc(N3CCN(CCOc4ccccc4)CC3)n1-2	-22%	10%	?	?	?	4%	0%	?	?
NP(=O)(OCCCCc1ccccc1)Oc1ccccc1Cl (stereo unspecified)	6%	20%	21	?	11%	-7%	-5%	?	35%
CN1C(=O)/C(=C\N2CCc3ccccc32)C(=O)NC1=S	-4%	-8%	20	-3%	-2%	-3%	50µM*	2%	-5%
O=C1CN(C(=O)CN2CCCCC2)C(c2ccccc2)c2cc(Br)ccc2N1 (stereo unspecified)	-8%	-3%	-1	-15%	2%	-2%	3%	-1%	1%
N#CC(c1ccccc1)N1CCOCC1 (stereo unspecified)	-5%	-16%	-12	-2%	-5%	-16%	-1%	-4%	-8%
CCOc1ccc(NC(=O)C2C3c4ccccc4C(c4ccccc43)C2C(=O)O)cc1 (stereo unspecified)	/	1%	7	-2%	2%	1%	-3%	1%	13%
O=C(Nc1ccc(F)cc1)Oc1ccc[nH]c1=O	/	-21%	?	?	21µM*	1%	-1%	4%	12%
On1ccccc1=S	0.28µM*	-20%	-107*	0.041µM*	0.33µM*	10%	4%	?	6.5µM*
Clc1ccc(C(c2ccccc2)c2ncc[nH]2)cc1 (stereo unspecified)	-5%	1%	-19	-10%	-3%	0%	-10%	-1%	-1%
CC1CN=C(NCc2ccc(F)cc2)S1 (stereo unspecified)	8%	-2%	-8	15%	22%	-3%	3%	-1%	6%
O=C(CCN1CC=C(c2ccccc2)CC1)NCc1ccccc1	/	?	-5	1%	-1%	/	0%	?	/
C=CCn1c(O)c(/C=C2/C=CC=N2)c(=O)[nH]c1=O	/	-24%	15	?	?	?	-4%[11.6 µM]	?	30%
